CXCR6 block = blocks human CXCR6 beta-arrestin recruitment; inhibition, % at 20 µM; CHO-K1 PathHunter CXCR6 beta-arrestin, luminescence; 0.36% of 360,000 active; in the data active = inhibition above about 34%, passing the limit was not always enough;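 also: antagonist mode with CXCL16 agonist at 10 nM final; 0% = 10 nM CXCL16 with DMSO and 100% = unstimulated wells without agonist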
Target sequence (O00574 whole entry, looked up): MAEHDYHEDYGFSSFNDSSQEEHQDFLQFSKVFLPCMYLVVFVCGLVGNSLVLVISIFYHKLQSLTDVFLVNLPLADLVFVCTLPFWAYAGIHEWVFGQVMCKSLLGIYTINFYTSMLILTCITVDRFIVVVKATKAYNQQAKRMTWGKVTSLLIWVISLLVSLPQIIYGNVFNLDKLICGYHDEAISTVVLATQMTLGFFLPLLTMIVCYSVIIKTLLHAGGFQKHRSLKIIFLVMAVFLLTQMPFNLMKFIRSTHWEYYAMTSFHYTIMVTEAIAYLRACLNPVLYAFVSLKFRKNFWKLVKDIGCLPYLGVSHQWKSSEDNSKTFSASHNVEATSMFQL
EBI2 block = blocks human EBI2 receptor beta-arrestin signaling; 0.81% of 360,000 active; inhibition, % at 5 µM; EBI2 beta-arrestin recruitment, luminescence, 7a,25-OHC stimulated; AID 651636; in the data active = inhibition above about 38%;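 also: enzyme fragment complementation signal reports receptor beta-arrestin coupling in cells; 0% = agonist plus DMSO wells and 100% = wells without agonist; some results beyond the cut were filed as inactive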
Target sequence (P32249 whole entry, looked up, the tested form may be a part): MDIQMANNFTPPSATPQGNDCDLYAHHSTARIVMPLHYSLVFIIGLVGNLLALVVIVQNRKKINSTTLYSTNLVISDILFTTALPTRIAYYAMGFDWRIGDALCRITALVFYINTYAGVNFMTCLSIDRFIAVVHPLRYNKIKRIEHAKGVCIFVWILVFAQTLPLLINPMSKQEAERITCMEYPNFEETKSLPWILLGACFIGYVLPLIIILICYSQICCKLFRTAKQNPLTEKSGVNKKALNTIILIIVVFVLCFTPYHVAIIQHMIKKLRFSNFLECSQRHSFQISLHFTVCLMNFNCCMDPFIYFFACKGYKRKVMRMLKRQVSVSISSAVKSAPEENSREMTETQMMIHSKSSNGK
The depositor's hits bear a star. Some of the compounds tested. The share of hits here may be higher or lower than overall.

SMILES	CXCR6 block	EBI2 block
CC1(C(=O)Nc2cnc3ccccc3c2)CCN1C(=O)C/C=C/c1ccccc1 (configuration not stated)	0	16
COc1cc(NC(=O)C2(C)CCCN2C(=O)C(C)C)cc(OC)c1OC (configuration not stated)	-10	-8
Cc1ccc(S(=O)(=O)N2C[C@]3(O)C[C@@H]4C(=O)N(c5ccccc5)C(=O)[C@@H]4C[C@]3(OC(=O)NC3CCCC3)C2)cc1	4	2
COC(=O)C(=Cc1ccncc1)c1cccc2ccccc12	-2	1
COc1cc2c3c(cccc3c1)C(=O)N(CCN1CCCC1)C2=O	16	-1
O=S(=O)(NCC1CCCO1)c1ccc(Cl)c2ccccc12 (configuration not stated)	-2	1
Cc1cccc(C2CC(c3ccccc3)=NN2c2ccc(S(N)(=O)=O)cc2)c1 (configuration not stated)	3	14
Cc1cccc(-c2cnc(C(O)c3ccc4ccccc4c3)[nH]2)c1 (configuration not stated)	-8	-14
Cn1nc(C(C)(C)C)cc1C(=O)N1CCCCC1c1cc(C(=O)N2CCOCC2)no1 (configuration not stated)	-5	-1
COc1cccc(-c2oc3c(c2-c2ccc(OC)nc2)C(O)CCC3)c1 (configuration not stated)	13	2
Cc1noc(C)c1S(=O)(=O)NC(=O)C1(C)CCN1C(=O)c1ccccc1CCc1ccccc1 (configuration not stated)	-2	3
O=C1NC[C@@H](CCCCN2C[C@H](Cc3ccccc3)N(Cc3ccccc3)C(=O)C2=O)N(CCc2ccccc2)C1=O	0	-1
COC(=O)[C@]12CCCCC=C1N(Cc1ccco1)C(=O)[C@H](CC(=O)N1CCN(C(=O)C3CC3)CC1)C2	-10	-11
O=C1NC[C@@H](CCCCN2CCN(Cc3ccccc3)C(=O)C2=O)N(CCC2CCCCC2)C1=O	0	-4
Cc1cc(-c2ccc(S(=O)(=O)NCc3ccc(Cl)cc3)cc2)on1	-4	-5

Part of the list above, in markdown:
| Compound | CXCR6 block | EBI2 block |
| --- | --- | --- |
| O=C1NC[C@@H](CCCCN2C[C@H](Cc3ccccc3)N(Cc3ccccc3)C(=O)C2=O)N(CCc2ccccc2)C1=O | 0 | -1 |
| COC(=O)[C@]12CCCCC=C1N(Cc1ccco1)C(=O)[C@H](CC(=O)N1CCN(C(=O)C3CC3)CC1)C2 | -10 | -11 |
| O=C1NC[C@@H](CCCCN2CCN(Cc3ccccc3)C(=O)C2=O)N(CCC2CCCCC2)C1=O | 0 | -4 |

Next section.
SMILES	CXCR6 block	EBI2 block
CCOC(=O)C1=CCN(S(=O)(=O)c2ccc(C)cc2)[C@H]1c1ccccc1Cl	8	4
CNc1ncnc2c1ncn2[C@H]1CN(CCc2ccccc2)C[C@@H](CO)O1	-3	-3
COc1ccc(Cc2c(C3CCCCC3)nc3c(C)cc(Br)cn23)c(C)c1	-3	11
COc1ccc(C#CC2=CC(=O)CC(C)(C)C2)cc1	-2	9
Cc1ccnc(Nc2ccc(CCO)cc2)n1	-2	-16
COc1ccc(NC(=O)C[C@H]2C(=O)N(CCc3ccccc3)C[C@@H]2c2ccc(OC)cc2)cc1	4	4
Cc1cc(Br)ccc1NC(=O)CCCOc1cc(=O)n(C)c2ccccc12	-2	-2
Cc1cc2nc(-c3ccc(C#N)cc3)c(Cc3cccc(F)c3)n2c(C)c1Br	5	44*
O=C(NCC(F)(F)F)[C@H]1O[C@@H](n2ccc(=O)[nH]c2=O)[C@H](O)[C@@H]1O	2	13
COC(=O)C[C@H]1C[C@H]2c3cc(NC(=O)C4CCC4)ccc3O[C@H]2[C@H](CO)O1	0	-1
COC(=O)N(C)C[C@H]1OCc2cnnn2CCCC(=O)N([C@@H](C)CO)C[C@H]1C	-5	-2
COc1ccc([C@@H]2C[C@H]3[C@@H](CN2S(=O)(=O)c2ccccc2)C(=O)C[C@@H](c2ccc(OC)cc2)N3S(=O)(=O)c2ccccc2)cc1	-4	5
O=C(CC1SC(N2CCCC2)=NC1=O)Nc1ccc(C(=O)NCc2ccccc2F)cc1 (configuration not stated)	-2	2
C[C@H]1CN([C@@H](C)CO)C(=O)CCCn2nncc2CO[C@H]1CN(C)C(=O)Nc1cccc2ccccc12	-2	-4
CCCS(=O)(=O)NC(=O)C1(C)CCCN(C(=O)c2cc3ccccc3s2)C1 (configuration not stated)	-1	-4

Part of the list above in order of molecular weight, low to high.
SMILES	CXCR6 block	EBI2 block
O=C(NCC(F)(F)F)[C@H]1O[C@@H](n2ccc(=O)[nH]c2=O)[C@H](O)[C@@H]1O	2	13
COc1ccc(Cc2c(C3CCCCC3)nc3c(C)cc(Br)cn23)c(C)c1	-3	11
Cc1cc(Br)ccc1NC(=O)CCCOc1cc(=O)n(C)c2ccccc12	-2	-2

Other compounds:
SMILES	CXCR6 block	EBI2 block
CN(Cc1cnn(-c2ccccc2)c1)C(=O)c1cccc(S(=O)(=O)N(C)c2ccccc2)c1	-17	8
CN(Cc1ccccc1)Cc1cc(=O)oc2ccccc12	1	7
CCn1cc(/C=C(\NC(=O)c2cc(OC)c(OC)c(OC)c2)C(=O)N2CCOCC2)c2ccccc21	-8	-2
CC1(C)CC(=O)C=C(c2n[nH]nc2-c2ccc(F)c(F)c2)C1	0	-2
O=C(Nc1ccccc1)c1cc(C2CCCN(C(=O)c3cccs3)C2)on1 (configuration not stated)	-2	2
O=C(c1cc(C2CC2)nn1-c1ccccc1)N1CCN(Cc2ccccc2)CC1	6	-1
O=C1NC[C@H](CCCCN2C[C@H](Cc3ccccc3)N(CCc3ccc(O)cc3)C(=O)C2=O)N(CC2CCCCC2)C1=O	-3	-8
CCOC(=O)[C@]12CCC=C1N(CCC1=CCCCC1)C(=O)[C@H](CC(=O)N1CCN(C(=O)c3ccco3)CC1)C2	-11	-5
Cc1cccc(CNC(=O)C2CCC(=O)N(CCCc3ccccc3)C2)c1 (configuration not stated)	-4	4
CCc1nc2ccc(C(=O)Nc3ccc(OC)c(OC)c3)cn2c1N(CC)CCOC	-6	-9
NC(c1csc(Nc2nccc(C(F)(F)F)n2)n1)C1CCCCC1 (configuration not stated)	11	2
Cc1ccc([C@H]2C[C@H](O)[C@@H](n3cc(COC(=O)c4ccccc4)nn3)CN2CC2CCCCC2)cc1	0	5
C[C@@H]1CN([C@H](C)CO)C(=O)CCCn2nncc2CO[C@H]1CN(C)Cc1ccc(O)cc1	0	2
C[C@@H]1CCCCO[C@H](CN(C)S(=O)(=O)c2cccs2)[C@@H](C)CN([C@H](C)CO)C(=O)c2cc(NC(=O)C3CCCCC3)ccc2O1	-3	-6
Cc1ccc2nc(CN(C)C(=O)[C@H]3O[C@@H](n4ccc(N)nc4=O)[C@H](O)[C@@H]3O)[nH]c2c1	-4	-15
Cn1ccc2c(/C=C/c3ccc(F)cc3)cc3c(c21)C1CCC3O1 (configuration not stated)	-1	20
COc1c(F)cccc1C1=CC(=O)C[C@H](c2ccc(F)cc2)C1	6	10
COc1ccccc1CNC(=O)C[C@@H]1C[C@H]2c3cc(NC(=O)c4ccc5c(c4)OCO5)ccc3O[C@H]2[C@@H](CO)O1	-4	6
OC(c1ccccc1)c1ncc(-c2ccccc2F)[nH]1 (configuration not stated)	-8	-5
CC1(C(=O)NS(=O)(=O)c2ccc(C#N)cc2)CCN1C(=O)c1cccc2ccccc12 (configuration not stated)	0	-8
Cc1nc2ccc(C(=O)NCCCN3CCCC3=O)cn2c1N(C)C(=O)CCc1ccccc1	-4	-10
O=C(NCCN1CCC(n2c(=O)[nH]c3ccccc32)CC1)c1cc(F)cc(F)c1	-7	2
Clc1ccccc1-c1cccc2nccn12	-6	-6
CCOC(=O)C1=CCN(S(=O)(=O)c2cccc(Cl)c2)C1c1ccc(F)cc1 (configuration not stated)	5	0
N#CCCN(CCCN1CCOCC1)CN1C(=O)c2ccccc2C1=O	-4	-8
CCOC(=O)C1=C[C@@H](C(C)C)N(S(=O)(=O)c2ccc([N+](=O)[O-])cc2)[C@H]1c1ccccc1	-12	7
COc1ccc(C(O)C2c3c(cc4c(c3OC)OCO4)CCN2C)c(CO)c1OC (configuration not stated)	-5	5
O=C1c2ccccc2C(c2nnnn2-c2ccc3c(c2)OCCO3)N1CCc1ccc(O)cc1 (configuration not stated)	-8	-3
CC1(C(=O)Nc2ccc3c(c2)OCCO3)CCN1C(=O)Cc1cc(F)ccc1F (configuration not stated)	4	-10
Cc1nc2ccc(C(=O)N3CCC(O)(Cc4ccccc4)CC3)cn2c1N(C)C(=O)CCc1ccccc1	0	-5

Profiles as entered above. Order of screens: CXCR6 block	EBI2 block
Profile of O=C1NC[C@H](CCCCN2C[C@H](Cc3ccccc3)N(CCc3ccc(O)cc3)C(=O)C2=O)N(CC2CCCCC2)C1=O = -3	-8
Profile of Cc1cccc(-c2cnc(C(O)c3ccc4ccccc4c3)[nH]2)c1 (configuration not stated) = -8	-14
Profile of O=C1NC[C@@H](CCCCN2C[C@H](Cc3ccccc3)N(Cc3ccccc3)C(=O)C2=O)N(CCc2ccccc2)C1=O = 0	-1

New compounds follow:
SMILES	CXCR6 block	EBI2 block
Cc1cccc(-c2ccc3[nH]c4c(c3c2)CCN2C[C@@H]([C@H](C)O)[C@@H](N(C)C(=O)Nc3ccc(F)cc3)C[C@@H]42)c1	5	17
CC1(Cc2ccc(F)c(Cl)c2)C(=O)Nc2c(Cl)cccc21 (configuration not stated)	9	44
O=C1Nc2ccccc2C(=O)N2c3ccccc3NC(=O)C12 (configuration not stated)	-1	1
CC(C)NC(=O)Nc1nnc([C@@H]2C[C@H](O)[C@@H](CO)O2)s1	1	6
COCCCn1cc(CN2CC(N3CCN(C4CCN(C)CC4)CC3)CS2(=O)=O)nn1 (configuration not stated)	-1	-16
COc1ccc(Nc2nc(C)c(C(C)=O)s2)cc1	5	4
COc1ccc(-c2ccc(C(=O)Nc3ccc4c(c3)OCO4)c3occc23)c(C)c1	5	24
CC(=O)OCC(C)n1[nH]c2ccccc2c1=O (configuration not stated)	-3	-14
CC(C)c1ccc(NC(=O)C2Cc3c(-c4cccc(C(N)=O)c4)ccnc3O2)cc1 (configuration not stated)	-2	5
O=C(NCc1ccc(F)cc1)Nc1nnc([C@@H]2C[C@H](O)[C@@H](CO)O2)s1	0	4
COc1ccccc1-c1cnc(C(O)c2cc(C)ccc2C)[nH]1 (configuration not stated)	2	5
O=C(Nc1ccn(CCCNCc2cccc3ccccc23)c(=O)n1)OCc1ccccc1	11	-9
CC(=O)NC(c1cccc(F)c1)c1nc(-c2ccc3ccccc3c2)cs1 (configuration not stated)	-2	14
COc1cc(CN2C[C@@H](CO)O[C@@H](n3cnc4c(N(C)C(C)C)ncnc43)C2)cc(OC)c1OC	-13	-6
CC(C)CC(N)c1csc(NC(=O)Nc2ccccc2-c2ccccc2)n1 (configuration not stated)	-15	-5

Marked active in EBI2 block, of those listed so far:
SMILES	CXCR6 block	EBI2 block
Cc1cc2nc(-c3ccc(C#N)cc3)c(Cc3cccc(F)c3)n2c(C)c1Br	5	44*

Additional records:
SMILES	CXCR6 block	EBI2 block
CC1(C(=O)NS(=O)(=O)c2ccc(Cl)cc2)CCN1C(=O)Cc1ccccc1Cl (configuration not stated)	-2	-1
CC1(C(=O)Nc2ccc(F)c(Cl)c2)Cc2c(-c3ccc(C(N)=O)cc3)ccnc2O1 (configuration not stated)	-5	0
O=C1CCN(Cl)C(=O)N1Cl	0	1
COCCNC(=O)C1(C)CCCN(Cc2ccc(Oc3ccccc3)cc2)C1 (configuration not stated)	-3	6
Cc1ccc(-c2noc(CCC(=O)Nc3cccc(C(=O)NC4CC4)c3)n2)cc1	4	-12
CN(C)c1ccc(CNC(=O)/C=C/[C@H]2O[C@@H](n3ccc(=O)[nH]c3=O)[C@H](O)[C@@H]2O)cc1	2	-4
CC1(C(=O)NS(=O)(=O)Cc2cccc(Cl)c2)CCN1C(=O)C1(c2ccc(Cl)cc2)CCC1 (configuration not stated)	-3	0
